# TbHK1 inh: blocks Trypanosoma brucei hexokinase 1 activity. 220,000 tested, 0.11% active. inhibition, % at 10 µM. recombinant TbHK1, G6PDH-coupled NADH A340;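 active means inhibition of 50% or more in the single-dose primary screen; inactive means inhibition below 50%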
# 14-3-3 Bad PPI: disrupts binding of bovine 14-3-3 zeta to phospho-Bad peptide | P63103 | TR-FRET 14-3-3zeta/Dy647-pBad peptide displacement, 1 h | inhibition, % at 21.7 µM | 220,000 tested, 0.71% active | AID 781;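 active means inhibition above about 70%, limit read from the data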;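 further: 0% = full 14-3-3 plus peptide FRET controls and 100% = background without 14-3-3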
# EBV gp42 inh: inhibitors of Epstein-Barr virus glycoprotein 42. Fluorescence polarization binding assay, mP read-out. 220,000 tested, 0.42% active. Q1HVG2. inhibition, % (tested at 21.74 µM); in the data active means inhibition above about 50%
# Runt-SMMHC FRET: inhibitors of human RUNX1 Runt domain binding to CBFb-SMMHC; inhibition, % at 20 µM; Q01196+Q13951; AID 1434; Cerulean-Runt/Venus-CBFb-SMMHC FRET ratio 530/480, 1 h; 220,000 tested, 0.74% active;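 active means mean inhibition across duplicate retests at 20 µM reaching about 50%, limit read from the data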;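 further: 0% = DMSO wells and 100% = wells with excess untagged CBFb-SMMHC; inhibitors lower the FRET ratio by blocking Runt binding to CBFb-SMMHC; some results filed as inactive read as strong as hits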
# MDM2 E3 inh: inhibitors of human Mdm2 E3 ubiquitin ligase | cell-based MDM2 ubiquitination luciferase reporter, 2 h; 0 = plate control, 100 = twice control, blank-subtracted | signal enhancement, % at 5 µM | 210,000 tested, 0.11% active;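 active means signal enhancement of 30% or more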;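 further: luminescence tracks abundance of the self-degrading MDM2-luciferase fusion protein; higher signal means inhibition of MDM2 E3 ligase activity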
#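 Assay system: stable mammalian line carrying autodegrading MDM2–luciferase fusion reporter; Input: 2000 cells in each well; Compound dosing: single-point 5 µM; Schedule: 2 h compound exposure at 37 °C; Signal: SteadyLite luciferase luminescence after 15 min room-temperature reagent incubation; Evaluation: % luminescence enhancement versus blank-corrected plate control mean; Benchmarks: plate controls and plate blanks.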
# L929 necroptosis: L929 zVAD cell death inhibition. L929 zVAD necroptosis rescue, ATP luminescence, 24 h; with zVAD 60 µM. viability rescue, % at 10 µM. 220,000 tested, 0.38% active;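 active means activation, scaled between plate controls, above about 75%, limit read from the data; inactive means activation under that limit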;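 further: 0% = zVAD with DMSO and 100% = DMSO alone without zVAD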
# Runt-CBFb FRET: blocks binding of human RUNX1 Runt domain to CBFb | Q01196+Q13951 | Cerulean-Runt/Venus-CBFb FRET ratio 530/480, 1 h | inhibition, % at 20 µM | 220,000 tested, 0.46% active | AID 1496;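 active means inhibition over about 50% at 20 µM in the single-dose screen, limit read from the data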;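 further: 0% = DMSO wells and 100% = excess unlabeled CBFb competitor control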
#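 Measured by: fluorescence energy transfer, 422 nm excitation, 530/480 nm emission; test system: Cerulean-tagged RUNX1 Runt domain (FRET donor) fusion protein; buffer or medium: Tris pH 7.5 buffer with BSA; compound: one dose, 20 µM compound, 1% DMSO; times: two 1 h room-temperature incubations shielded from light; benchmarks: unlabeled CBFb 5 µM, positive control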
# NCF1 inh: blocks human p47phox regulatory protein of NADPH oxidases. P14598. p47phox/p22phox peptide binding, fluorescence polarization, 2 h. inhibition, % at 24.7 µM. 220,000 tested, 0.53% active;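 active means inhibition above about 30%, limit read from the data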;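 further: 0% = p47phox with labelled peptide and 100% = labelled peptide alone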
# Target sequence (P14598 whole entry, looked up): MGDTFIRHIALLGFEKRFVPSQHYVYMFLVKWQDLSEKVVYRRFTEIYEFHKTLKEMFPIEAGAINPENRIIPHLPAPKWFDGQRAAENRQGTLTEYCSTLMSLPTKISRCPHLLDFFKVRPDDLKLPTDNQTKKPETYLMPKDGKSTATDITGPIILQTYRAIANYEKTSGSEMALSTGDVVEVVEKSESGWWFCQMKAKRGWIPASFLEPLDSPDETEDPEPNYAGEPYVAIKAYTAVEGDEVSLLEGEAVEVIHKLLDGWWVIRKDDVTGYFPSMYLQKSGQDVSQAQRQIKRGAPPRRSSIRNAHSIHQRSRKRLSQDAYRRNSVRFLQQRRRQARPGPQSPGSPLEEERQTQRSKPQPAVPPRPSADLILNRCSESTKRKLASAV
# Hck-Nef inh: inhibitors of human Hck kinase activated by Nef | P08631 | Recombinant Hck-YEEI plus Nef, Z-Lyte FRET kinase assay | inhibition, % at 20 µM | 220,000 tested, 0.68% active | AID 463187;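 active means Hck-Nef kinase inhibition above about 50%, limit read from the data; inactive means inhibition below that limit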;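 further: 0% = DMSO with Hck plus Nef and 100% = Hck alone without Nef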
# Target sequence (P08631 whole entry, looked up): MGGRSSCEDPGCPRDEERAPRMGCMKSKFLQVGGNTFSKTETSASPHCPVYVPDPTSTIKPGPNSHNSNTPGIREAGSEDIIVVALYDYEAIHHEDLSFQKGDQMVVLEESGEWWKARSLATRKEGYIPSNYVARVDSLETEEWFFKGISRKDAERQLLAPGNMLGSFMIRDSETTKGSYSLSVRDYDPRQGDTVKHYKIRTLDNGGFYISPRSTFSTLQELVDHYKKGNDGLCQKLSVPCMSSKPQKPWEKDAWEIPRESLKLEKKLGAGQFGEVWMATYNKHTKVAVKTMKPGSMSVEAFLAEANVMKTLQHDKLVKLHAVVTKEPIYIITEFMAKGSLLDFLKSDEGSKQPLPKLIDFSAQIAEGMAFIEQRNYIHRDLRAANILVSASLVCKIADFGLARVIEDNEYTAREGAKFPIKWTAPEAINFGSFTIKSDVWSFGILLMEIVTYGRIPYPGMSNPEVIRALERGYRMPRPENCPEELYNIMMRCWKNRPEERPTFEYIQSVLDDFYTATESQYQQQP
# The depositor's hits bear a star; x = no result given; [ ] = another dose, or the depositor's remark.
SMILES,TbHK1 inh,14-3-3 Bad PPI,EBV gp42 inh,Runt-SMMHC FRET,MDM2 E3 inh,L929 necroptosis,Runt-CBFb FRET,NCF1 inh,Hck-Nef inh
CCc1ccc(N2CC(C(=O)OC)CC2=O)cc1 (stereo not given),-3,-10,1,0,-6,0.1,1,-8,7
O=C(OCCC1Oc2cccnc2NC1=O)c1ccc(Cl)cc1 (stereo not given),-5,-4,-2,4,-8,1.4,-2,-3,8
Cc1ccc(C)c(C(=O)CN2C(=O)c3ccccc3S2(=O)=O)c1,4,-3,-13,-3,-26,-0.2,-1,-9,2
Cc1cc([N+](=O)[O-])nn1CCC(=O)NC1CCCCCC1,10,-10[fluorescence artefact?],8,4,3,0.9,-2,-11,3
CSCCCNC(=S)Nc1ccc(N2CCOCC2)cc1N1CCOCC1,-2,-7,-3,-4,-3,2.0,1,-5,4
Cc1cnc(C)c(N2CCN(Cc3cn(C)nc3-c3cccc(Cl)c3)CC2)n1,-8,-9,-10,-4,-42,1.1,-2,-1,24
CCOC(=O)C1=C(C)N(c2ccccc2)C(=O)/C1=C\c1ccc(O)c(OC)c1,-4,26,-11,-4,-5,-2.2,55*,-4,-47
O=C(c1ccc(Cl)cc1)c1ccccc1C(=O)N1CCOCC1,5,10,-26,0,-23,-0.1,0,-20,4
Cc1ccc(Nc2nc3c(c(=O)[nH]2)CCCC3)cc1,-4,6,-8,1,x,-0.7,-1,-15,-7
CCN(CC)CCn1c(NC(=O)c2ccc(Cl)cc2)nc2ccccc21,-15,7,-14,3,-1,-0.2,2,-15,0
Cc1ccc(/C=C/C(=O)N2CCCN(C(=O)/C=C/c3ccc(C)cc3)CC2)cc1,1,-3,-3,-4,-23,0.1,-4,-6,0
CCc1ccc(OCC(=O)O/N=C(\N)c2cccnc2)cc1,3,1,-6,1,-7,0.4,-5,-14,22
O=C1NC(c2ccncc2)Nc2sc3c(c21)CCCC3 (stereo not given),-14,-7,-17,3,0,0.1,8,-17,4
CCc1n[nH]c(=S)n1N=C1CCC(C)CC1 (stereo not given),-2,-11,-29,3,-4,4.0,3,-2,18
COc1ccccc1-c1c(NC(=O)C(C)C)n(C)c2ccccc2c1=O,-41,3,-7,1,-1,1.8,-1,2,0
COCCN=C1NC(=O)C(CC(=O)Nc2cccc(Cl)c2C)S1 (stereo not given),3,5,-7,1,4,-0.1,5,3,12
CCOC(=O)Cc1cc(=O)n2[nH]c(C)cc2n1,3,1[fluorescence artefact?],-9,5,-5,-0.1,3,-10,1
CCSc1nc(O)c(CC)c(=O)n1C(C)CC (stereo not given),-7,-6,-12,5,-2,0.7,1,18,-1
N#Cc1ccccc1OCC(=O)C1CC1,0,8,-6,-4,-9,-0.3,1,6,8
Oc1ccc(/C=N/Nc2nccnc2Cl)cc1,-46,1,-12,-4,-33,-1.3,0,-14,-2
O=c1c2ccccc2c2ccccc2c(=O)n1Cc1cccnc1,-8,-6,2,0,-9,0.9,-1,20,0
CC(=O)N1N=C(c2ccco2)CC1c1cc2cc(C)ccc2nc1Cl (stereo not given),-9,-1,-7,3,-17,0.3,4,-4,4
Cc1ccc(-c2nc3ccc(Cl)cc3n2OC(C)C(=O)O)cc1 (stereo not given),8,8,1,-4,-11,0.9,-1,1,-20
c1ccc2c(c1)Cn1nnnc1-2,-6,-1,-14,-6,-25,1.9,-1,-10,2
O=C(c1csc2ccccc12)N1CCCCCC1,1,0,-6,2,-16,3.4,0,-10,-1
O=C(c1ccccc1Cl)N(Cc1ccccc1F)N1C(=O)CCCC1=O,5,3,-24,0,-11,-2.0,-2,2,6
OCCCC1CCCN(Cc2cn[nH]c2-c2ccc(F)cc2F)C1 (stereo not given),-3,-16,-5,-2,-7,1.2,1,-4,2
CSc1nnc2c3c4c(sc3nc(-n3nc(C)cc3C)n12)COC(C)(C)C4,5,-1,-14,-7,-3,-0.3,-2,2,2
COc1ccc(/C=N/S(=O)(=O)c2cccs2)cc1,-4,-9,0,0,-22,0.4,0,-10,3
CC1C(=O)OC(c2ccc(Br)cc2)C(C)(C)C1=O (stereo not given),-1,7,-5,3,-11,0.1,3,0,-11
COc1ccc(S(=O)(=O)N2CCN(C(=O)COc3ccccc3)CC2)cc1,3,-3,-5,-1,5,0.1,-1,-5,17
Cc1ccc2c(c1)N/C(=C(\C=C(/Cl)[N+](=O)[O-])[N+](=O)[O-])N2,-8,23,-63,11,-20,-0.7,12,-21,25
COc1cccc(CNC(=O)CCNC(=O)Cn2ccc3ccccc3c2=O)c1,-2,20,-9,1,-9,0.1,-2,-20,-1
CC1CCN(C(=O)c2ccc3c(c2)OCCO3)CC1,-3,2,-12,-1,-10,-0.1,0,-6,-1
COc1ccc(N2C(=O)C3ON(C4SC(=S)N(C)C4(C)C)C(c4ccc([N+](=O)[O-])cc4)C3C2=O)cc1 (stereo not given),-5,-11,-5,-3,-3,0.1,-2,10,0
CCc1nc(SCC(=O)Nc2sc(C)c(C)c2C(=O)OC)c2ccccc2n1,-6,9,-10,1,4,1.0,-2,-16,3
COc1ccc(CNc2cc(C)nc3ncnn23)c(OC)c1,4,-5[fluorescence artefact?],0,-4,-12,0.0,1,-5,0
CCOc1ccc(S(=O)(=O)NNC(=O)c2cc3ccccc3o2)cc1,5,-4,-1,-2,3,0.6,2,-6,5
Cc1cc2nc3c(=O)n(C4CCCCC4)c(=O)[nH]c3nc2cc1N,5,4[fluorescence artefact?],141*,-205,-58,0.6,-8,-16,0
O=C(CCC(=O)Nc1ccccc1)N/N=C/c1ccccc1F,-3,-8,-8,-2,-11,-0.5,-1,0,20
Cc1ccc(-c2cn(S(=O)(=O)c3cccc4nsnc34)nc2N)cc1,-2,-1,-3,3,-4,-0.8,2,-4,2
Clc1ccc(-c2nnc(-c3ccccc3)c(-c3ccccc3)n2)cc1,-15,2,-3,-7,-26,2.5,3,-7,6
CCc1ccc(-c2csc3ncn(Cc4ccc(C(=O)O)cc4)c(=O)c23)cc1,15,-6,-4,-3,-89,4.0,-3,-15,0
CCOc1ccc(NC(=O)CC2C(=O)N(CC)C(=S)N2CCNC(C)=O)cc1 (stereo not given),-4,-2,-3,4,9,0.0,0,-4,5
CC(C)C(=O)N1CCC(CN=CC2=C(O)CC(C)(C)CC2=O)CC1,1,-3[fluorescence artefact?],3,0,-9,-0.2,-3,11,4
CC(C)CNC(=O)[C@H](Cc1ccccc1)NC(=O)c1ccco1,-1,-2,-21,-1,-11,0.0,3,-8,1
Cc1c(Cl)cccc1NC(=O)CNCc1ccccc1F,2,0,-15,2,12,0.2,0,2,27
CCCN(CCC)c1ccc(/C=N/NC(=O)CN2CCOCC2)cc1,-35,-19,-11,16,-4,0.7,7,-14,26
Cc1cc2ncn(S(=O)(=O)N(C)C)c2cc1C,1,-5,-10,-2,5,0.0,-2,-4,2
CC1=C(C(=O)Nc2ccccc2)C(c2cc(CN3CCOCC3)cs2)C2=C(CCCC2=O)N1 (stereo not given),-11,-11,-12,12,-9,0.1,7,-6,15

# Full records from above. Values in the order: TbHK1 inh, 14-3-3 Bad PPI, EBV gp42 inh, Runt-SMMHC FRET, MDM2 E3 inh, L929 necroptosis, Runt-CBFb FRET, NCF1 inh, Hck-Nef inh
# `CC(C)C(=O)N1CCC(CN=CC2=C(O)CC(C)(C)CC2=O)CC1` is listed with 1, -3[fluorescence artefact?], 3, 0, -9, -0.2, -3, 11, 4
# `Clc1ccc(-c2nnc(-c3ccccc3)c(-c3ccccc3)n2)cc1` is listed with -15, 2, -3, -7, -26, 2.5, 3, -7, 6
# `Cc1c(Cl)cccc1NC(=O)CNCc1ccccc1F` is listed with 2, 0, -15, 2, 12, 0.2, 0, 2, 27
# `Cc1ccc(-c2cn(S(=O)(=O)c3cccc4nsnc34)nc2N)cc1` is listed with -2, -1, -3, 3, -4, -0.8, 2, -4, 2
# `CC(C)CNC(=O)[C@H](Cc1ccccc1)NC(=O)c1ccco1` is listed with -1, -2, -21, -1, -11, 0.0, 3, -8, 1

# (listing goes on)
SMILES,TbHK1 inh,14-3-3 Bad PPI,EBV gp42 inh,Runt-SMMHC FRET,MDM2 E3 inh,L929 necroptosis,Runt-CBFb FRET,NCF1 inh,Hck-Nef inh
CC(=O)c1ccc(NC(=O)N2CCN(c3ccc(C)cc3)C(C)C2)cc1 (stereo not given),3,-3,7,2,-12,0.2,-2,0,6
O=C(/C=C1\SC(=O)NC1=O)Nc1ccc(C(=O)O)cc1,-15,6,-23,-7,-11,0.7,2,-27,0
Cc1c(Cc2ccccc2)c(=O)oc2cc(O)cc(O)c12,-15,-14,6,63*,-4,2.5,24,-22,42
Cn1c(CN2CCOCC2)nc2cc(NC(=O)c3ccc(F)cc3)ccc21,-5,0[fluorescence artefact?],-21,-1,-23,-0.2,3,-4,1
Cc1cc(-c2ccco2)n(CC(=O)O)n1,4,-18,-12,0,-5,4.2,5,-5,5
Cc1ccc(C(=O)Nc2ccc(O)cc2C(=O)O)cc1C,-4,7,-10,1,-21,0.0,0,-6,-2
COc1ccc([N+](=O)[O-])cc1NC(=O)C1CCCCC1C(=O)O (stereo not given),-8,7,-9,-5,-8,0.2,0,-5,2
CCOC(=O)N1CCN(c2nc(N(c3ccccc3)c3ccccc3)nc(-n3ccnc3)n2)CC1,-1,-1,7,0,-10,1.7,0,-2,-10
Cn1c(=O)[nH]c(=O)c2c1nc(N1CCCCCC1)n2Cc1cccc2ccccc12,-3,38,-18,2,-3,0.3,-7,6,1
NC(=O)CSc1nnc(-c2cccnc2)n1Cc1ccccc1,1,-13,-13,-4,-11,-0.6,1,7,-6
O=C(Cn1cc(C(F)(F)F)cc(Cl)c1=O)NCCc1ccc(Cl)cc1Cl,-10,9,-26,2,x,-0.3,2,-14,31
CCn1nc(NC(=O)c2ccncc2)c2cc3cccc(C)c3nc21,0,-13,-23,16,2,4.6,7,-15,2
CC(=O)O[C@@H]1[C@H]2[C@@H](C[C@@H](C)[C@@H]3C=CC(=O)[C@@]13C)OC(=O)[C@@H]2C,5,0,-7,-1,10,-0.2,0,-2,23
Cc1cc(/C=C(/C#N)c2cccc(F)c2)c(C)n1-c1cccnc1,-19,4,1,1,-1,-0.1,-4,-9,2
COc1cc2c(cc1NC(=O)COC(=O)/C=C/c1ccccc1)oc1ccccc12,-7,4[fluorescence artefact?],-11,-4,-9,1.4,0,-1,7
Cc1cc(NC(=O)CSc2nc3c(c(=O)n2-c2ccccc2)SC(C)C3)no1 (stereo not given),-10,1,0,0,-3,2.2,0,-10,1
Cc1ccc(S(=O)(=O)N2CCCN(S(=O)(=O)c3ccc4ccccc4c3)CC2)cc1,11,5,-4,0,3,-0.4,-2,-1,-11
Cc1ccc(C)c(N(C(=O)Cn2nnc(-c3cccs3)n2)C(C(=O)NC2CCCC2)c2ccncc2)c1 (stereo not given),-9,-6,-16,-11,-16,-0.4,-2,0,4
O=C(CSc1n[nH]c(-c2ccncc2)n1)Nc1ccccn1,-2,2,-4,-2,-10,0.6,0,-12,-1
CN(C)S(=O)(=O)c1cccc(NC(=S)NCc2ccco2)c1,-3,-9,-2,-3,-5,1.3,19,-8,38
C=CCN1N=C(/C=C/c2ccccc2)CCC1=O,-23,-8,-13,-1,17,6.2,1,0,18

# Screens (PubChem)
